VIM-2 inh = blocks Pseudomonas aeruginosa VIM-2 metallo-beta-lactamase; hit rate 0.89% among 290,000; AID 1527; inhibition, % at 5.6 µM; purified VIM-2, nitrocefin hydrolysis, epi-absorbance fluorescence;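 active = inhibition above the mean of all tested compounds plus 3 SD, cutoff set per screening run, cut at about 7.5% in these data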;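 note: red hydrolysis product quenches plate fluorescence so inhibitors raise well fluorescence; 0% = enzyme with DMSO and 100% = DMSO without enzyme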
IDE act = IDE (human) activation, cell-based; P14735; HEK cells, FAbeta-B cleavage, fluorescence polarization; 0% vehicle, 100% cell-free pure enzyme wells; activation, % at 5.96 µM; hit rate 0.073% among 340,000; AID 493087;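 active = activation above the mean of all tested compounds plus 3 SD, set per screening campaign, cut at about 17% in these data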
IMP-1 inh = inhibitors of Pseudomonas aeruginosa IMP-1 metallo-beta-lactamase; purified IMP-1, nitrocefin hydrolysis, epi-absorbance fluorescence; inhibition, % at 5.6 µM; hit rate 0.45% among 290,000; AID 1556;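 active = inhibition above the mean plus 3 SD of all compounds in the same screening run, cut at about 4.5% in these data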;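 note: 0% = IMP-1 with DMSO and 100% = DMSO wells lacking enzyme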
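system = purified recombinant IMP-1 beta-lactamase | amount = 0.2 nM IMP-1, as dispensed | medium = HEPES buffer pH 7.1 with ZnSO4 and Brij 35 | times = 25 °C, 15 min preincubation, 25 min reaction | detection = plate fluorescence quenching by hydrolysis product, ex 480/em 530 nm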
CRFBP-R2 block = antagonists of CRF-binding protein/CRF-R2 receptor complex; HEK293 CRF-R2/CRF-BP, CRF-induced calcium fluorescence; inhibition, % at 11.8 µM; hit rate 0.59% among 350,000;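 active = inhibition of the ligand-induced calcium signal above about 50% at the single tested concentration, limit read from the data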
pCIP destab = lowers stability of the mouse p/CIP coactivator protein; F442A p/CIP-EGFP cells, EGFP fluorescence, 16 h; Q05BA5; hit rate 0.01% among 290,000; decrease of EGFP signal, % at 10 µM;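 active = EGFP signal decrease of at least 30% at 10 µM or well 3 SD below plate mean, unless failing retest; inactive = the rest, including hits failing retest or dose response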; note: some compounds called inactive have numbers as strong as hits; many of its hits are not listed in these tables
IDE cell inh = inhibits human insulin-degrading enzyme in HEK cells; FAbetaB cleavage, fluorescence polarization; hit rate 0.41% among 320,000; P14735; inhibition, % at 5.59 µM; AID 434962;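 active = percent inhibition above the average of all tested compounds plus 3 SD, set per screening campaign, cut at about 16% in these data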;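 note: IDE supplied by intact live HEK cells; FP after avidin binding of uncleaved biotin substrate so inhibition keeps polarization high; 0% = DMSO wells and 100% = 60 µM reference IDE inhibitor Ii1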
GalR3 antagonist = blocks the human galanin receptor 3. O60755. HEK293 GalR3-CNG cAMP membrane potential fluorescence; galR3 body fused to GalR1 C-terminus. inhibition, % at 3 µM. hit rate 0.44% among 360,000;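 active = inhibition above the screen-wide average plus 3 SD, cut at about 13% in these data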;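 note: forskolin and galanin both at EC90 stimulate the cells; cAMP rise reported by CNG channel membrane potential dye signal; 0% = forskolin plus galanin with DMSO and 100% = forskolin alone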
Target sequence (O60755 1-299 limits assumed): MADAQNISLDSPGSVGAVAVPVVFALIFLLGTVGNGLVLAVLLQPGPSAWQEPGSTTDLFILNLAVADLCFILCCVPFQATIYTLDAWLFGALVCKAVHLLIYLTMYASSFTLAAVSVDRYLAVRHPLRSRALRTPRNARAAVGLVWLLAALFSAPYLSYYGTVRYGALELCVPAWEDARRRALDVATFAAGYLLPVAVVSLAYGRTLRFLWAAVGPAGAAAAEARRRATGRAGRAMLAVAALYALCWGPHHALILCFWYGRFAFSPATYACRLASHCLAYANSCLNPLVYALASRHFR
HCV NS3 hel inh = blocks Hepatitis C virus NS3 helicase unwinding | NS3 helicase DNA unwinding, Cy5 molecular beacon fluorescence | inhibition, % at 10.9 µM | hit rate 0.56% among 290,000 | AID 1800;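 active = inhibition above the mean of all tested compounds plus 3 SD, set per campaign, cut at about 35% in these data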;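 note: 0% = DMSO wells and 100% = thioflavine S control wells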
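Compound dosing – single dose, 10.9 µM nominal final, DMSO 0.8% final · System – NS3 helicase fragment of HCV · Buffer or medium – MOPS pH 6.5, MgCl2, DTT, Tween20, BSA · Signal – Cy5 beacon fluorescence read at start and 1 h · Also added – annealed dual-labelled DNA beacon duplex, ATP-started · Schedule – 1 h at 25 °C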
UBC9 SUMO inh = blocks human SUMOylation mediated by UBC9; P63279; HTRF SUMOylation assay, SAE1/SAE2 + UBC9, in vitro; inhibition, % at 35 µM; hit rate 0.36% among 290,000; AID 2006; in the data active = inhibition above about 50%, passing the limit was not always enough; note: strong numbers were not always called active
Target sequence (P63279 whole entry, looked up): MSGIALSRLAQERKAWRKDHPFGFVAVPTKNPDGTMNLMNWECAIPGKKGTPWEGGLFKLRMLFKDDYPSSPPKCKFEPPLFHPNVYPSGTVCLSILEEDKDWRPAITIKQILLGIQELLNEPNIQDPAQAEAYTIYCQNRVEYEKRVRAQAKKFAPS
* = called active by the depositor; · = not tested or not shown; & = joins results of further samples.

SMILES	VIM-2 inh	IDE act	IMP-1 inh	CRFBP-R2 block	pCIP destab	IDE cell inh	GalR3 antagonist	HCV NS3 hel inh	UBC9 SUMO inh
CC1(c2ccc(C#N)cc2)NC(=O)N(CC(=O)Nc2cc(S(=O)(=O)N3CCOCC3)ccc2Cl)C1=O (stereo not given)	-2.8	3	-2.2	-6	0	5	-3	5	16
CC1=CC(C)(C)N(C(=O)CSc2ncn[nH]2)c2ccccc21	-4.3	2	-0.7	-19	-22	6	-3	0	-20
CCSC1=N/C(=C\c2cccnc2)C(=O)N1c1ccccc1	2.5	-3	-1.8	11	-11	2	-2	-3	3
O=C(CSc1nnc(-c2ccccc2F)n1C1CC1)NCc1ccco1	·	3	·	0	·	-1	-2	·	·
CC(=O)N(Cc1c(C#N)c2ccccc2n1C)c1ccccc1	-2.8	0	0.5	4	-2	3	0	-3	12
CCCn1c(SCC(=O)NCc2ccc3c(c2)OCO3)n[nH]c1=O	·	1	·	47	·	-1	3	·	·
O=[N+]([O-])c1cc(Cl)cc(C2=NCCN2)c1	-3.4	1	-3.2	8	-12	-3	-6	11	4
O=C(N/N=C/C=C\c1ccccc1[N+](=O)[O-])c1cccs1	-3.5	4	-5.8	-5	8	6	-7	4	6
Cc1ccn(C(=O)c2cc3c(C)nn(-c4ccccc4)c3s2)n1	-1.5	6	-2.3	0	-7	-6	·	10	-18
Cc1ccc(OCC(=O)Nc2ccc(S(=O)(=O)N(C)C3CCN(C)CC3)cc2)c(C)c1	-0.4	7	-1.2	-1	5	4	-1	-67	-11
COC1=C(N)C(=O)c2nc(-c3nc(C(=O)O)c(C)c(-c4ccc(OC)c(OC)c4O)c3N)ccc2C1=O	-4.2	·	-4.7	3	15	8	·	13	-3
Cc1ccc2c(c1)N(CC(=O)NCCCN1CCCCC1)C(=O)CO2	-1.9	1	-1.7	-1	-7	-5	-6	1	10
CCCOC(=O)c1cc(=O)[nH]c2ccccc12	0.1	-1	4.5*	1	-4	8	2	4	13
Cc1ccc(NS(=O)(=O)c2c(C)[nH]c(C)c2C(=O)N2CCCC2)cc1Cl	4.8	4	-2.2	-13	1	1	-8	-2	-2
COc1cc(NC(=O)c2nccn2C)cc(C(=O)Nc2cccc(C(F)(F)F)c2)c1	·	2	·	44&2	3	-6	-6&-4	·	28
CC(c1ccccc1)N1CC(C(=O)N2CCN(c3ccccc3)CC2)CC1=O (stereo not given)	-3.4	7	-3.0	6	-7	3	3	5	12
O=S(=O)(c1ccc2c(c1)OCCO2)N1CCN(S(=O)(=O)c2c(F)cc(F)cc2F)CC1	·	-2	·	1	·	0	-1	·	·
C=CCOc1ccc(C2C(C#N)=C(N)N(N(C)C)C3=C2C(=O)CCC3)cc1 (stereo not given)	-1.6	0	-3.7	-2	-8	-2	-7	2	18
COc1ccccc1NC(=O)c1ccc(-c2ccccc2[N+](=O)[O-])o1	-1.0	3	-1.9	-3	0	-4	-6	-1	6
CC(C)CCN1C(=O)c2ccccc2C1C(=O)NCc1cccnc1 (stereo not given)	-2.3	1	-1.9	-5	-14	2	0	-3	10
O=c1[nH]c(C2CCN(S(=O)(=O)c3ccccc3C(F)(F)F)CC2)nc2c1nnn2Cc1ccccc1	0.5	7	-1.3	12	2	-4	-8	-7	-9
CC(OC(=O)C1=COCCO1)C(=O)NC1CCCCC1C (stereo not given)	·	1	·	0	·	-2	-6	·	·
O=C(NCC(=O)N1CCN(c2ccccc2O)CC1)c1ccc2ccccc2c1	1.0	2	0.2	11	-24	-6	-2	12	5
O=C(NC(=S)Nc1cccc(O)c1)c1cncc(Br)c1	·	0	·	-4	·	-2	-4	·	·
CCOC(=O)C(=O)NNc1ccccc1C	-1.8	6	-3.4	-5	-6	-4	-5	4	-4

Whole records as entered above. Order of values: VIM-2 inh	IDE act	IMP-1 inh	CRFBP-R2 block	pCIP destab	IDE cell inh	GalR3 antagonist	HCV NS3 hel inh	UBC9 SUMO inh
`O=C(CSc1nnc(-c2ccccc2F)n1C1CC1)NCc1ccco1` as listed: ·	3	·	0	·	-1	-2	·	·
`CC(C)CCN1C(=O)c2ccccc2C1C(=O)NCc1cccnc1` (stereo not given) as listed: -2.3	1	-1.9	-5	-14	2	0	-3	10

With a hit mark in IMP-1 inh (from the list above):
SMILES	VIM-2 inh	IDE act	IMP-1 inh	CRFBP-R2 block	pCIP destab	IDE cell inh	GalR3 antagonist	HCV NS3 hel inh	UBC9 SUMO inh
CCCOC(=O)c1cc(=O)[nH]c2ccccc12	0.1	-1	4.5*	1	-4	8	2	4	13

The listing continues.
SMILES	VIM-2 inh	IDE act	IMP-1 inh	CRFBP-R2 block	pCIP destab	IDE cell inh	GalR3 antagonist	HCV NS3 hel inh	UBC9 SUMO inh
COC(=O)C1=C(C)N(c2ccccc2)/C(=C/c2cccs2)C1=O	-2.3	4	-1.2	-23	-6	-9	·	1	30
COc1ccc(CSc2nc(C)[nH]c2[N+](=O)[O-])cc1[N+](=O)[O-]	-1.6	-1	0.2	-4	-4	6	-4	-8	-1
COc1ccccc1C(=O)Nc1nnc(SCC(=O)NCc2ccco2)s1	46*	1	-2.4	-8	-20	1	·	4	21
Cc1cc(C(=O)NNC(=O)c2sccc2C)c(C)o1	·	0	·	10	·	10	3	·	·
COc1cc(C(=O)OCC(=O)Nc2cc(S(=O)(=O)N3CCOCC3)ccc2C)ccc1OCC(C)C	·	2	·	5	·	1	1	·	·
O=C(CC1C[C@H](C(=O)N2CCOCC2)[C@@]2(CCC3CCCC3)c3[nH]c4ccccc4c3CCN2C1=O)NCC12CC3CC(CC(C3)C1)C2 (stereo not given in full)	·	3	·	-5	·	-1	-4	·	·
Cc1ccc2cc(/C=N/NC(=O)CN3CCOCC3)c(Cl)nc2c1	0.5	0	-2.1	3	-1	3	-4	-2	-9
COc1ccc(CNC(=O)CN(C(=O)c2snc(C(N)=O)c2N)c2cccc(F)c2)cc1	0.1	1	-1.2	2	0	-2	-7	-5	4
Cc1ccc(NC(=S)N2CCN(S(=O)(=O)c3ccc(C)cc3)CC2)cc1	-2.6	5	-2.7	12	-15	·	0	0	6
Nc1nnc(-c2cccc(F)c2)s1	-3.4	6	-2.6	-2	-10	10	-2	-4	14
CCOC(=O)c1ccccc1NC(=S)N1CCC(C)CC1	-0.2	1	-2.3	4	3	1	-9	-2	-3
CN(Cc1cccnc1)C(=O)CNC(=O)COc1ccccc1	0.4	0	-0.2	-7	-8	6	-6	18	-2
CC1CN(S(=O)(=O)c2ccc(C(=O)Nc3nccs3)cc2)CC(C)O1 (stereo not given)	-2.6	5	-2.6	11	-5	3	-6	-30	3
CCCC1=C([O-])C2N=CC=CC2=[N+](c2ccccn2)C1=O (stereo not given)	-0.4	3	-1.2	3	2	1	0	9	-4
Cc1ccsc1C(=O)OCC(=O)Nc1cccc(S(=O)(=O)N2CCOCC2)c1	-2.0	5	-1.6	-19	4	1	1	6	4
CCOC(=O)c1c(C)nc(C)c(C(=O)OCC)c1-c1ccc(O)c(OC)c1	-2.8	3	-3.4	0	-3	2	0	11	19
CC(NC(=O)C1CC1)C(c1cccs1)N1CCOCC1 (stereo not given)	-1.7	8	0.2	2	2	8	-7	-9	12
CC(C)N(C(=O)CN1C(=O)NC(c2ccccc2)(c2ccccc2)C1=O)C(C)C	-1.6	3	2.1	-1	-1	2	2	-2	8
CCC(=O)NC(=S)Nc1ccccc1C(F)(F)F	-2.5	-3	-3.7	17	·	6	2	-1	·
CCS(=O)(=O)c1nc(S(=O)(=O)c2ccc(C)cc2)c(N2CCC(O)CC2)s1	-0.1	5	-1.2	-14	-3	-4	-2	6	5
CSc1cccc(CNC(=O)C2CCC(=O)N(CCc3ccccn3)C2)c1 (stereo not given)	-0.9	2	-4.2	-8	1	3	-4	-4	5
COc1ccccc1CNC(=O)C1CSC2(C)CCC(=O)N12 (stereo not given)	·	3	·	-2	·	-4	-6	·	·
O=C(CSc1nccc(=O)[nH]1)NN(c1ccccc1)c1ccccc1	-1.9	5	-1.2	-11	-1	1	1	-15	6
CC1CCN(C(=O)CN(Cc2ccc(Cl)cc2)S(C)(=O)=O)CC1	-1.1	2	-4.8	9	1	5	-9	-4	-11
Cc1cc(C)c(S(=O)(=O)c2ccccc2)c(N2CCOCC2)n1	-1.2	-2	-0.7	9	-3	-4	-4	0	2
SMILES	VIM-2 inh	IDE act	IMP-1 inh	CRFBP-R2 block	pCIP destab	IDE cell inh	GalR3 antagonist	HCV NS3 hel inh	UBC9 SUMO inh
CCOC(=O)c1c(-c2ccc(Cl)cc2)c(C#N)c(=O)n(N)c1N	-0.3	4	-1.3	10	-14	-3	-6	-7	14
COc1cccc(-c2cc(C(F)(F)F)n3ncc(C(=O)N4CCc5ccccc5C4)c3n2)c1	-3.6	1	-0.7	-58	-9	3	-1	10	11
CCn1c(C(=O)N2CCC(C(=O)NCc3cccs3)CC2)cc2sccc21	1.6	-1	-1.4	9	-14	0	·	-10	9
CCn1cc(C(=O)NCCc2ccc(Cl)cc2)c(=O)c2cc(S(=O)(=O)N(C)C)ccc21	-3.5	2	-1.8	-33	2	·	-8	3	7
COc1ccc(/C=C/C(=O)NCCN=C2NS(=O)(=O)c3ccccc32)cc1	-0.9	-4	-2.3	6	-2	4	-8	-2	17
O=C(C1=C[C@@H](C2CCCCC2)C[C@@H](OCCCCO)O1)N1CCN(Cc2ccc3c(c2)OCO3)CC1	-3.2	-3	-1.2	-4	-7	2	-3	-7	3
O=C1C2C3C=CC(C4CC34)C2C(=O)N1/N=C/c1c[nH]c2ccccc12 (stereo not given)	-1.9	-2	-2.4	11	10	-7	0	-7	-14
COc1ccc(-c2ccc(Nc3ccc(C(=O)N4CCOCC4)cc3)nn2)cc1OC	-1.7	2	-5.6	-23	-11	-11	0	10	-2
COc1ccc(C2CC(=O)CC(=O)C2n2cncn2)cc1 (stereo not given)	-2.2	3	-0.9	-10	-9	-1	-1	13	0
Cc1ccc(Sc2ncccc2C(=O)NC2CCCCCC2)cc1C	-6.8	-1	-2.2	-67	-17	4	-3	-2	-5
O=C(Nc1ccc2[nH]c(=O)[nH]c2c1)c1cccc([N+](=O)[O-])c1	-2.2	3	-1.4	-1	-1	-2	-8	2	6
Cc1ccc2nsnc2c1S(=O)(=O)N1CCOCC1	-2.7	-5	-5.1	-23	-9	-1	-5	1	15
CC(C)OC(=O)NS(=O)(=O)c1cccc([N+](=O)[O-])c1	-5.3	4	-4.3	-6	-2	3	-4	2	5
COc1ccc(OC)c(S(=O)(=O)N2c3ccccc3CC2C)c1 (stereo not given)	1.3	-5	0.1	53*	1	2	-7	-8	-4
CCCOc1ccc(/C(O)=C2/C(=O)C(=O)N(CCN(C)C)C2c2ccco2)cc1 (stereo not given)	-3.0	2	-3.7	-18	-4	6	0	6	14
O=S(=O)(c1ccc(Br)cc1)c1nc(-c2ccco2)oc1NCC1CCCO1 (stereo not given)	0.6	4	0.3	-2	-7	1	-2	19	24
CC(C)CCNC(=O)C(c1ccncc1)N(C(=O)Cn1nnc(-c2ccc(F)cc2)n1)c1ccccc1F (stereo not given)	-2.9	3	-3.2	6	-39	-3	-4	5	4
